Screening results deposited in PubChem by The Scripps Research Institute Molecular Screening Center.
CHO-K1 Ca PAM – M1 PAM counterscreen hit in parental CHO-K1 cells | 360,000 tested, 0.02% active | ATP EC20, Fluo-8 calcium fluorescence; 0% at ATP EC20, 100% at ATP max | activation, % at 3 µM;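 active means activation above the run cutoff, the mean activation of all test compounds plus 3 SD, cut at about 40% in these data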;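 further: peak over basal fluorescence ratio in a 140 s read after ATP addition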
CHO-K1 Ca antag – counter-screen for M1 antagonists: effect in parental CHO-K1 cells; ATP-induced calcium, Fluo-8 fluorescence; inhibition, % at 3 µM; 360,000 tested, 0.6% active; AID 602250;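 active means inhibition above a per-plate cutoff, the plate's mean sample inhibition plus 3 SD, cut at about 24% in these data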;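 further: 0% = DMSO plus EC80 ATP and 100% = DMSO alone without ATP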
TAAR1 agonist – human TAAR1 agonism. Q96RJ0. 360,000 tested, 0.99% active. CHO RD-HGA16 TAAR1, Fluo-8 calcium fluorescence; vehicle wells 0%, saturating PEA agonist 100%. activation, % at 3 µM;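 active means activation above the mean activation of all test compounds in the run plus 3 SD, cut at about 38% in these data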
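System: CHO RD-HGA16 cells carrying human TAAR1 plus Gα16; Incubation: 17-24 h seeding, 75 min 37 °C dye, 30 min RT; Measured by: Fluo-8 fluorescence, 5 s baseline then 140 s kinetic read; Control set: DMSO and PEA EC100; Replication: single well for each compound.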
M1 ag – human M1 muscarinic receptor agonism. CHO-K1 hM1, Fluo-8 calcium fluorescence, agonist mode; 0% DMSO, 100% acetylcholine EC100. activation, % at 3 µM. 360,000 tested, 0.33% active. AID 588814;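 active means activation above the run's mean compound activation plus 3 SD, cut at about 16% in these data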;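 further: peak over basal fluorescence ratio within a 140 s kinetic read after compound addition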
OXTR potentiator – potentiates the human oxytocin receptor response; 320,000 tested, 0.061% active; CHO-OTR cells, Fluo-8 calcium fluorescence, potentiator mode; 0% = oxytocin EC15, 100% = EC100; P30559; activation, % at 3 µM;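 active means activation above that plate's cutoff, the mean activation of tested compounds plus 3 SD, cut at about 6.6% in these data, passing the limit was not always enough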;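 further: 100% uses oxytocin at 75 nM as the full agonist control; some results filed as inactive read as strong as hits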
Target sequence (P30559 whole entry, looked up): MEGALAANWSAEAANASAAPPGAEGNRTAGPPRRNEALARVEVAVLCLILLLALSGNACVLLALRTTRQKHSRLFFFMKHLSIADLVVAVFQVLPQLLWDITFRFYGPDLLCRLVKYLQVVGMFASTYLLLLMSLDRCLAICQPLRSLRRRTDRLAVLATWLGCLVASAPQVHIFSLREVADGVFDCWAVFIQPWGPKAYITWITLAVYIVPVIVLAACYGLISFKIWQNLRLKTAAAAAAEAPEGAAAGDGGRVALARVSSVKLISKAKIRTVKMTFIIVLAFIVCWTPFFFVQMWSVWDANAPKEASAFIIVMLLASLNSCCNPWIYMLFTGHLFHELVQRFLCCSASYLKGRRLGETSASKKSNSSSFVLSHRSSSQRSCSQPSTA
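assay system = CHO-OTR cells, human receptor | schedule = compound 6 min at room temperature before oxytocin, 100 s read | detection = Fluo-8 intracellular calcium fluorescence, ex 470-495, em 515-575 nm | evaluation = normalized max/min fluorescence ratio, % activation | control set = EC15 oxytocin alone as 0%, 75 nM oxytocin (EC100) as 100%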
CHO-K1 Ca ag – counter-screen for M1 agonists: effect in parental CHO-K1 cells; Fluo-8 calcium fluorescence; scaled to maximal ATP response, vehicle zero; activation, % at 3 µM; 360,000 tested, 0.48% active; AID 602248; in the data active means activation above about 15%;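 further: untransfected CHO-K1 host cells lacking M1 receptor as counterscreen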
V1aR counter – V1a receptor agonism, counter-screen for OXTR agonists; P37288; CHO-V1R cells, Fluo-8 calcium fluorescence, agonist mode; 0% DMSO, 100% 3 nM vasopressin; activation, % at 3 µM; 320,000 tested, 0.25% active; AID 2797;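 active means activation above the mean activation of all tested compounds plus 3 SD, per screening run, cut at about 20% in these data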;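 further: signal is peak over basal fluorescence ratio across a 100 second FLIPR read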
Target sequence (P37288 whole entry, looked up): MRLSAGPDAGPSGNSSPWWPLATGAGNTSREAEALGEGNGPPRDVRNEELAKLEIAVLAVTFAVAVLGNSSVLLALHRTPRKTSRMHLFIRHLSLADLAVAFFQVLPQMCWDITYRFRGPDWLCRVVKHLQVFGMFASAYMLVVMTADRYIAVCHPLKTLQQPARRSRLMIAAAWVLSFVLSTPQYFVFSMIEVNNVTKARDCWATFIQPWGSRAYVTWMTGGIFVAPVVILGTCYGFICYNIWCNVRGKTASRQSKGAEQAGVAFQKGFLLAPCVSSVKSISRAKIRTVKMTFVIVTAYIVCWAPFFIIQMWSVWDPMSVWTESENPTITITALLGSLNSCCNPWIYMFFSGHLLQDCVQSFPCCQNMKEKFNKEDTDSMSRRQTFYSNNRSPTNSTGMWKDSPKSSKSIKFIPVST
CHO parental Ca – counter-screen for OX1R antagonists: effect in parental CHO cells; parental CHO-K1, ATP-induced calcium, Fluo-8 fluorescence; inhibition, % at 5.6 µM; 330,000 tested, 0.63% active;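 active means inhibition above that plate's mean sample inhibition plus 3 SD, cut at about 26% in these data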;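 further: 0% = ATP-challenged DMSO wells and 100% = DMSO wells without ATP; some compounds past the cut are filed as inactive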
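Material: parental CHO cells / Compound: single nominal dose of 5.6 µM per compound / Signal: Fluo-8 fluorescence / Replicates: singlicate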
TAAR1 antagonist – antagonists of human TAAR1; AID 624466; CHO RD-HGA16 TAAR1, Fluo-8 calcium fluorescence, antagonist; Q96RJ0; 360,000 tested, 1.5% active; inhibition, % at 3 µM;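 active means inhibition above a per-plate cutoff, the mean inhibition of test compounds on that plate plus 3 SD, cut at about 49% in these data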;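 further: 0% = DMSO plus EC80 beta-PEA response and 100% = DMSO alone without agonist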
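Test system – hTAAR1-expressing CHO RD-HGA16 cells, Gα16-coupled · Also added – β-PEA at EC80 concentration, post-compound challenge · Compound – 3 µM, single point · Incubation – dye loading 75 min at 37 °C, then 30 min room temperature · Measured by – Fluo-8 intracellular calcium dye fluorescence, real-time kinetic reads · Benchmarks – vehicle and agonist controls · Replicates – singlicate, one well per test compound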
Starred values were filed as active, the others as inactive; x = not tested or not shown; & = joins results of further samples.

SMILES	CHO-K1 Ca PAM	CHO-K1 Ca antag	TAAR1 agonist	M1 ag	OXTR potentiator	CHO-K1 Ca ag	V1aR counter	CHO parental Ca	TAAR1 antagonist
CC(=O)Nc1ccc(Nc2nc(C)cc(C)n2)cc1	-7	-11	0	-1	1	0.5	0.6	-2	-4
CN(C)S(=O)(=O)c1ccc(F)c(C(=O)Nc2ccccc2C(=O)NC2CC2)c1	-1	6	7	-3	0	0.8	0.5	-14	10
COc1ccc(NC(=O)COC(=O)c2cc([N+](=O)[O-])ccc2N2CCOCC2)cc1	7	-11	0	-4	-2	1.5	-0.3	-12	-2
O=C(COC(=O)C1CC2CCCC(C1)C2=O)Nc1ccc(F)c(Cl)c1 (configuration not stated)	9	-10	19	0	-10	6.7	7.4	-15	15
COc1ccccc1CN(C)CC(=O)Nc1ccc(Cl)cc1F	9	-11	9	-6	2	-0.2	-1.4	-25	22
O=C(CSc1nc2nccnc2c(=O)n1Cc1cccs1)Nc1ccccc1	-6	-10	7	0	-5	2.5	8.5	-15	-9
Cn1c(=O)c2c(ncn2CC(N)=O)n(C)c1=O	-5	8	-3	-1	-6	-0.5	0.8	-6	3
CCOc1ccccc1C(=O)Nc1nn[nH]n1	22	1	-1	-8	-1	0.8	0.8	-4	20
COc1ccc(CNC(=O)CN(C)S(=O)(=O)c2ccc3c(c2)OCCO3)cc1OC	14	-8	3	-3	-3	-0.3	-0.3	-19	4
COc1ccc(CCNC(=O)COC(=O)CNS(=O)(=O)c2ccc(SC)c([N+](=O)[O-])c2)cc1	11	-13	5	-3	-10	5.0	5.7	-15	13
O=C1CN(S(=O)(=O)c2cccc(Br)c2)CCN1	6	-10	1	0	-4	1.0	0.2	-6	-14
O=C(c1ccccc1)N1CCN(Cc2ccc3c(c2)OCO3)CC1	10	-14	1	-6	-14	0.3	1.4	6	-10
COc1cc(Cl)ccc1OCc1cc(C(=O)N2CCCCCCC2)no1	-2	-7	-1	-3	-12	1.2	1.9	-13	2
O=C(NC1CCCC1)c1cccc2c1C(=O)c1ccc(/C=C/c3ccccc3)cc1S2(=O)=O	-4	-6	10	9	-4	-0.8	0.8	-12	40
COc1cccc(CN2CCNC(=O)C2CC(=O)NCCCN2CCCC2=O)c1 (configuration not stated)	32	-10	1	0	-9	0.0	0.2	-2	-2
COc1ccc(/C=N/NC(=O)c2cc(C(C)(C)C)[nH]n2)cc1COc1ccc(F)cc1F	5	-8	3	-6	-14	1.0	-0.3	-14	11
O=C(O)C(Cc1ccccc1)N1C(=O)C2C3CCC(C3)C2C1=O (configuration not stated)	11	2	5	4	x	0.7	x	x	-15
CCCc1cc(=O)[nH]c(SCC(=O)NC(=O)NC2CCCC2)n1	10	-14	1	-3	-4	2.6	4.3	2	-2
COc1ccc(S(=O)(=O)N2CCSC2C)cc1C (configuration not stated)	-11	1	2	-10	x	0.0	x	x	-17
Cc1ccc([N+](=O)[O-])cc1-c1ccc(/C=C(\C#N)c2[nH]nc(N)c2C#N)o1	12	-3	3	-3	-4	1.3	-0.5	17	30
COc1ccc2c3c([nH]c2c1)C1CC2C(CC(O)C(OC)C2CO)CN1CC3 (configuration not stated)	12	-2	0	-2	-5	0.3	0.4	-3	-14
O=C(NC1CCCCC1)C1CCC(=O)N(C2CC2)C1 (configuration not stated)	8	-4	4	-2	-2	1.2	0.0	12	-32
O=C(Nc1ccncc1)c1cccc(S(=O)(=O)N2CCc3ccccc32)c1	-22	11	5	5	-19	11	11	59*	4
C/C(=N\NC(=O)c1ccncc1)c1ccc(N(C)C)cc1	12	7	0	-6	-8	4.3	0.7	5	1
COc1ccccc1NC(=O)Cc1nnc(SCC(=O)NC2CCCCC2C)n1C (configuration not stated)	-9	-6	2	-4	-3	0.1	0.3	-4	-17
Cc1cc(C)c2nc(NC(=O)c3ccc4c(=O)n5c(nc4c3)CCCCC5)sc2c1	10	6	16	-6	-5	5.2	1.2	-17	-26
Nc1nc(Br)c2ccccc2c1-c1ccc(F)cc1	-5	9	23	-3	-6	0.3	-1.1	-15	10
Cc1ccc(C(C(=O)NC2CCCCC2)N2CCN(C(=O)c3ccco3)CC2)cc1 (configuration not stated)	4	-12	8	0	-3	0.6	-0.3	-14	15
CC(=O)c1cccc(NC(=O)COc2cc(C)on2)c1	21	-12	9	-5	2	0.4	0.8	-9	-4
COc1ccc(S(=O)(=O)N2CC(=O)Nc3ccccc32)cc1	-5	-1	6	-1	0	0.3	1.0	-3	-6
COCCCNC(=O)Cn1nc(-c2cccc(OC)c2)ccc1=O	6	-2	1	4	-3	-0.6	-0.1	15	-3
O=C(Cc1csc(-c2ccc(Cl)cc2)n1)Nc1cccc(S(=O)(=O)NC2=NCCC2)c1	8	-13	-3	-5	0	0.1	2.1	-34	-14
CCOC(=O)N1CCN(C(=O)CCN2C(=O)c3ccccc3S2(=O)=O)CC1	-10	10	0	2	-12	0.2	0.6	-5	-36
CCOC(=O)C1=C(NC(=S)NC(=O)c2ccccc2)c2ccccc2CC1(C)C	4	15	33	0	-23	2.4	30*	-27	59*
O=[N+]([O-])c1ccccc1-c1ccc(C(=S)N2CCN(c3ccccc3)CC2)o1	11	-6	4	-3	0	0.0	0.0	-8	20
COC(=O)c1cccc(S(=O)(=O)N2CCN(c3nc4ccccc4s3)CC2)c1	9	-13	8	-4	-5	0.4	-0.5	-19	-6
c1ccc(-c2n[nH]c(-c3ccccn3)n2)nc1	8&-4	-12&-8	10&2	-4&-4	-5&3	0.3&0.1	0.4&2.8	-8&-12	-6&-16
Cc1cc(Cl)c(OCCCN2CCCCC2)c(Br)c1	10	4	7	-11	3	0.3	0.7	-9	-47
CN1/C(=C\C(=O)C[n+]2ccc3ccccc3c2)C(C)(C)c2ccccc21	5	-3	1	-13	x	-0.4	x	x	5
O=C(c1ccc(F)cc1)N1CCC(C(=O)N(Cc2ccccc2)c2ccccc2)CC1	19	-12	2	-3	-1	0.6	1.4	-9	-8
CCc1ccccc1N=C1S/C(=C/c2ccccc2OCC(=O)N2CCOCC2)C(=O)N1C	14	-5	31	-7	-11	3.1	0.9	-34	15
CCOC(=O)c1cc(C#N)c(=S)[nH]c1C	5	-17	0	0	-9	0.7	0.4	-9	-14
CC(C)N1CCN(Cc2ccc(OC3CCCC3)cc2)CC1CCO (configuration not stated)	18	-9	3	-8	3	2.1	1.2	-11	-2
COc1ccccc1Nc1nc(-c2ccccc2O)nc2ccccc12	20	8	4	-7	-2	6.8	0.6	-22	-14
O=C(NCc1nnc(SCc2ccc(F)cc2)n1-c1ccccc1)C12CC3CC(CC(C3)C1)C2	14	-5	16	-4	-6	1.2	-0.6	-35	-10
ON=C(CCc1ccccc1)c1ccccc1	-2	10	3	0	x	-0.5	x	x	4
CCn1cc(S(=O)(=O)c2ccc(C)cc2)c(=O)c2cc(F)c(N3CCN(C)CC3)cc21	9	5	1	-5	-3	0.1	1.1	-9	-22
Cc1nnc(NC(=O)c2cccc(S(=O)(=O)N3CCc4ccccc43)c2)s1	7	-12	1	-3	-7	0.7	-0.5	-15	2
CCOC(=O)c1[nH]cc(-c2ccccc2)c1N1CCOCC1	20	-4	11	-6	-6	0.4	-0.7	-11	16
C[C@H](CO)N1C[C@H](C)[C@@H](CN(C)C(=O)Nc2ccccc2)Oc2c(NS(=O)(=O)c3cn(C)cn3)cccc2C1=O	-3	-7	7	-4	1	0.4	1.5	-12	2
CC(=O)CSc1nc2c(c(=O)[nH]c(=O)n2C)n1Cc1cccc(Br)c1	7	-3	5	-7	-4	2.8	1.5	-22	-8
O=[N+]([O-])c1ccc([N+](=O)[O-])c(Nc2ccc(N3CCOCC3)cc2)c1	10	-12	3	-3	0	0.6	0.2	-4	14
Cc1ccc(S(=O)(=O)N2CCN(CC3CC4C=CC3C4)CC2)cc1 (configuration not stated)	-5	-9	2	5	-3	2.8	4.9	-10	-9
O=S(=O)(/N=C(/NC(=S)Nc1ccccc1)c1ccccc1)c1ccc(Cl)cc1	11	2	4	-3	-3	-0.3	0.6	16	12
COc1ccc(CC(=O)N(C)Cc2cccc(OC)c2OC)cc1S(=O)(=O)N1CCOCC1	-9	-6	0	-4	-1	0.5	0.2	-12	-13
Cc1cccc(C)c1OC(=O)c1ccccc1	-9	-10	2	-2	x	-0.2	x	x	21
CN(C)S(=O)(=O)c1ccc(C(=O)Nc2ccccn2)cc1	4	-13	1	0	-5	0.4	1.9	-6	-5
Cc1cc(NC(=O)COC(=O)c2cc(S(=O)(=O)N(C)c3ccccc3)ccc2Cl)no1	13	-10	-1	-5	-8	3.1	-0.2	9	2
Cc1cc(C)n(CC(=O)N2CCCC(N3CCN(c4ccccc4C)CC3)C2)n1 (configuration not stated)	6	-3	0	-4	-7	2.1	0.6	-9	-9
CCOC(=O)c1c(NC(=O)CSc2nnc(-c3cccnc3)o2)sc2c1CCC2	17	-12	8	-3	-7	0.0	-0.3	-10	-5
(more compounds)
SMILES	CHO-K1 Ca PAM	CHO-K1 Ca antag	TAAR1 agonist	M1 ag	OXTR potentiator	CHO-K1 Ca ag	V1aR counter	CHO parental Ca	TAAR1 antagonist
COc1ccc2ccc3c(c2c1)N=C[C@]1(O3)N(C)c2ccccc2C1(C)C	11	3	20	-1	-9	1.1	1.2	-21	20
COc1ccc(CCNC(=O)c2ccccc2NC(=O)c2ccco2)cc1OC	10	-6	18	1	-10	3.7	-0.7	-6	42
O=C(Nc1ccccc1)c1cc(C2CCCN(C(=O)c3ccccc3)C2)on1 (configuration not stated)	17	-14	-2	-8	x	1.5	x	x	-4
O=c1c2c(-c3ccc([N+](=O)[O-])cc3)csc2nc2n1CCC2	2	-1	0	-6	-8	0.3	-1.0	-30	-4
O=C(OCC(=O)c1c[nH]c2ccccc12)c1cc(S(=O)(=O)N2CCOCC2)ccc1F	8	-7	13	-2	-3	4.4	9.3	-17	25

One compound at a time (already shown):
COc1ccc(CCNC(=O)c2ccccc2NC(=O)c2ccco2)cc1OC as listed: CHO-K1 Ca PAM = 10; CHO-K1 Ca antag = -6; TAAR1 agonist = 18; M1 ag = 1; OXTR potentiator = -10; CHO-K1 Ca ag = 3.7; V1aR counter = -0.7; CHO parental Ca = -6; TAAR1 antagonist = 42
O=c1c2c(-c3ccc([N+](=O)[O-])cc3)csc2nc2n1CCC2 as listed: CHO-K1 Ca PAM = 2; CHO-K1 Ca antag = -1; TAAR1 agonist = 0; M1 ag = -6; OXTR potentiator = -8; CHO-K1 Ca ag = 0.3; V1aR counter = -1.0; CHO parental Ca = -30; TAAR1 antagonist = -4

This is a random part of the collection; any-hit rate near 3.3%.
